SENP8 block-1 – inhibitors of human SENP8 protease; inhibition, % at 10 µM; 330,000 tested, 1.2% active; AID 2540; purified SENP8, Z-RLRGG-aminoluciferin cleavage, luminescence; Q96LD8; in the data active means inhibition above about 50%
Target sequence (Q96LD8 whole entry, looked up): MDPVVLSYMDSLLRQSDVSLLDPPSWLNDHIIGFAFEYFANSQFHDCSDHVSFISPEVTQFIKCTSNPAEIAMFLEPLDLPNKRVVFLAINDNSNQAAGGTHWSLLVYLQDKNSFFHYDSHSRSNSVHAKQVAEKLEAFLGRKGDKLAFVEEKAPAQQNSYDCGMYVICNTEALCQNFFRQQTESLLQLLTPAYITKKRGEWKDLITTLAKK
SENP1 FRET inh – SENP1 (human) catalytic domain inhibition; Q9P0U3; recombinant SENP1 catalytic domain, CyPet-SUMO1-YPet FRET cleavage; inhibition, % at 10 µM; 360,000 tested, 0.21% active;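 active means inhibition at least 30% at 10 µM, raw YFP signal under a set limit, fluorescence ratio 0.5 to 1.5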;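 further: 0% = enzyme with DMSO and 100% = no enzyme wells; some results filed as inactive read as strong as hits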
Target sequence (Q9P0U3 419-644 limits assumed): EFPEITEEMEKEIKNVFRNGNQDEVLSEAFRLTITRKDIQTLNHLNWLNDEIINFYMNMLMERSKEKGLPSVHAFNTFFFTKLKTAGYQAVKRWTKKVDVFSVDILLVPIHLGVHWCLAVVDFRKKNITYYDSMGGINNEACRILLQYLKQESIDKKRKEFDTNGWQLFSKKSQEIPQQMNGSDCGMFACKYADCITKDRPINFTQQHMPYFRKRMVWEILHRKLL
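System: Recombinant human SENP1 catalytic domain, His6-tagged | Incubation: Enzyme reaction for 50 min at room temperature, dark | Medium: Tris pH 8 with BME, BSA, NP40 and catalase | Also added: 25 nM SUMO1 FRET substrate | Compound: 10 µM single point, 0.5% DMSO | Measured by: FRET fluorescence in CFP and YFP emission channels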
beta cell repl – induces beta-cell replication in MIN6 cells; MIN6 cells proliferation, ATPlite luminescence, 48 h; cells starved in 0.2% serum; 100% = growth in 10% serum; proliferation, % at 10 µM; 330,000 tested, 0.29% active;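 active means compounds whose signal lies at least 3.5 SD above the mean of all wells on their plate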;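 further: 0% = DMSO-treated cells in low-serum medium and 100% = 10% serum control; some compounds called inactive have numbers as strong as hits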
HKDC1 inhibitor – HKDC1 (human) hexokinase inhibition. Q2TB90. recombinant HKDC1, G6PDH/diaphorase resazurin coupled fluorescence. inhibition, % at 20 µM. 340,000 tested, 0.16% active;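 active means inhibition above about 35% when tested at 20 µM, limit read from the data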;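 further: plate controls were DMSO wells with enzyme for no effect and DMSO wells lacking enzyme for full effect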
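Incubation: 90 min at room temperature in dark / Material: recombinant HKDC1 (HK5) hexokinase enzyme, produced in-house / Quantity: enzyme 5 µg/mL final / Compound: one dose of 20 µM, 1% DMSO / Reagent: glucose and ATP substrates / Buffer or medium: Tris pH 8.0 buffer with MgCl2, Tween-20, BSA, BME / Technique: resorufin fluorescence at 613 nm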
PfGluPho inh – PfG6PD (Plasmodium falciparum) enzyme inhibition; PfGluPho enzyme, NADPH resazurin-diaphorase fluorescence; inhibition, % at 20 µM; 350,000 tested, 0.78% active; AID 504690;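 active means inhibition reaching at least a set limit at 20 µM in the primary screen, cut at about 59% in these data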;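 further: 0% = DMSO wells with substrate and 100% = DMSO wells lacking glucose-6-phosphate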
SENP8 block-2 – inhibitors of human SENP8 protease | inhibition, % at 20 µM | AID 602440 | recombinant SENP8, Nedd8 substrate fluorescence | Q96LD8 | 360,000 tested, 0.64% active; in the data active means inhibition mostly above about 40%, no sharp cut-off; inactive means mostly below about 27%
SENP7 inh – SENP7 protease inhibition; 330,000 tested, 1.5% active; Q9BQF6; AID 434973; inhibition, % at 5 µM; recombinant SENP7, Z-RLRGG-aminoluciferin luminescence, 40 min;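 active means inhibition above about 50% at the single test dose, limit read from the data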;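 further: plate controls were DMSO with enzyme for no effect and no enzyme buffer wells for full effect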
Target sequence (Q9BQF6 706-1050 limits assumed): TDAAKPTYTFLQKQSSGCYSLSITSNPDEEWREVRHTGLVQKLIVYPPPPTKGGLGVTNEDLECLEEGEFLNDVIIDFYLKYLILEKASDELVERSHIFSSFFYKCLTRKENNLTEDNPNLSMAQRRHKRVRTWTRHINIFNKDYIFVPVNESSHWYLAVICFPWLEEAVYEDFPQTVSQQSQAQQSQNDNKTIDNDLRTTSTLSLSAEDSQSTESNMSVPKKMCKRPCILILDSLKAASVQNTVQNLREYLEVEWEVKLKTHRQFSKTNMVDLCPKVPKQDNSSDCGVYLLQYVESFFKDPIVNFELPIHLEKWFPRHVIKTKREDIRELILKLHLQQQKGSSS
UBC13 polyUb – inhibitors of human UBC13 polyubiquitin chain formation; AID 485273; TR-FRET; inhibition, % at 20 µM; P61088; 330,000 tested, 0.47% active; in the data active means inhibition above about 45%, passing the limit was not always enough; inconclusive means no clear call, values can overlap the other calls
Target sequence (P61088 whole entry, looked up): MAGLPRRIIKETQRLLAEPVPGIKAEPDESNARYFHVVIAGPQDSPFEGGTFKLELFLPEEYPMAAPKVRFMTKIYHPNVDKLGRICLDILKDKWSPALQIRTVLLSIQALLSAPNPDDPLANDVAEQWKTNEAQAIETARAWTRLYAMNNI
SENP6 inh – blocks the human protease SENP6. Q9GZR1. Recombinant SENP6 catalytic domain, aminoluciferin luminescence. inhibition, % at 10 µM. 330,000 tested, 1.8% active;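 active means inhibition above about 50% at the single tested dose, limit read from the data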;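 further: plate controls were DMSO wells with enzyme for no effect and DMSO wells lacking enzyme for full effect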
Starred values were filed as active, the others as inactive; i = inactive; u = inconclusive; x = no result given.

SMILES	SENP8 block-1	SENP1 FRET inh	beta cell repl	HKDC1 inhibitor	PfGluPho inh	SENP8 block-2	SENP7 inh	UBC13 polyUb	SENP6 inh
COc1ccc(NC(=O)NNC(=O)c2cc3ccccc3cc2O)cc1	-10	11	-2	-3	-29	-47	2	4	1
CCCNC(=O)c1ccc(N2CCC3(CC2)CC(c2cccc(Br)c2)=NO3)c(NC(=O)c2ccccc2)c1	1	3	-3	-6	10	-6	-5	-20	3
Cc1ccc(C(=O)N/C(=C\c2cccs2)C(=O)NCCc2ccccn2)cc1C	8	1	-1	-6	11	-9	7	-3	-2
CC(C)OCCCNC(=O)c1ccncc1	0	1	2	10	7	8	0	5	-10
COc1cccc(CN2CCN(CCc3ccccc3)C(CCO)C2)c1OC (stereo not given)	1	-2	-3	-4	-13	13	8	4	3
COc1ccccc1-n1c(SCC(=O)Nc2cc(C)on2)nc2c(c1=O)SCC2	-1	-5	0	18	13	-6	13	1	-23
O=C(O)C(C(=O)Oc1ccccc1)C(C(=O)O)C(=O)Oc1ccccc1 (stereo not given)	-13	1	-1	-8	-15	6	5	-2	0
Clc1ccc(OCCCc2nc(-c3ccncc3)no2)c(Cl)c1	-1	-15	0	2	18	-16	-1	6	-18
Nc1nnc(SCC(=O)Nc2cccc(S(=O)(=O)N3CCOCC3)c2)s1	-1	2	-3	-6	1	9	10	-2	-5
Cc1ccccc1C(=O)Nc1ccc(C(=O)N/N=C/c2ccccn2)cc1	0	-5	2	15	6	6	-4	-4	7
CN(Cc1ccccc1)c1ccc(C(CC(N)=O)NC(=O)c2ccccc2)cc1[N+](=O)[O-] (stereo not given)	-10	2	-6	0	3	18	4	0	-18
CC/C(=N\O)c1c(O)c2c(n(-c3ccccc3)c1=O)CCCC2	3	0	-2	-2	-5	-54	7	1	-2
COc1ccc(OC)c(S(=O)(=O)N2CCN(Cc3ccccc3)CC2)c1	-1	-5	-4	-1	-8	5	-13	-2	-6
Fc1cccc(/C=N/N=C/c2cccc(F)c2)c1	15	2	-3	-7	-8	4	38	3	31
O=C(COC(=O)c1ccc(Cl)cc1O)Nc1cccnc1Cl	4	4	0	-4	-15	-17	13	17	30
CC12CCCC(CC(=O)O)(C1)NC(=O)C2 (stereo not given)	x	-1	x	-5	-6	12	x	x	x
Cc1ccc(NC(CNS(=O)(=O)c2ccc(Cl)cc2)c2ccccc2)cc1 (stereo not given)	-3	2	-4	4	23	12	11	-3	-10
COc1ccc(Br)cc1C1CC(=O)N2CN(Cc3ccccc3)CSC2=C1C#N (stereo not given)	31	-9	0	12	71*	68*	19	-5	16
O=C(O/N=C(\c1ccccc1)c1ccccn1)c1cccc2ccccc12	-4	5	0	-6	6	13	1	8	-7
O=C(CN1C(=O)NC2(CCCC2)C1=O)Nc1ccc(OC(F)(F)F)cc1	-3	-1	0	6	2	-4	3	1	-19
COc1cc2ccccc2cc1C(=O)N/N=C/c1cccnc1	0	1	0	5	-6	-224	-3	-2	3
Cc1cc(C)c(S(=O)(=O)Nc2ccc3[nH]c(=O)[nH]c3c2)c(C)c1	5	-34	0	14	50	8	-4	-1	-18
Cc1ccsc1C(=O)N1CCCC(CCC(=O)NCc2ccccc2F)C1 (stereo not given)	4	1	1	2	5	18	-2	-7	-1
CNc1oc(-c2ccccc2)nc1C#N	-12	0	-3	5	2	-302	-3	u	-13
Cc1cccn2cc(-c3c[nH]c4ccccc34)nc12	-3	-16	-3	-4	49	-400	-7	-2	-37
O=C(Cn1cnc2ccccc2c1=O)NCCC(=O)Nc1ccccc1C(F)(F)F	-9	1	0	-8	3	12	1	0	-19
CC(=O)Nc1ccc(S(=O)(=O)N2CCCN(S(=O)(=O)c3ccc(C)cc3)CC2)cc1	-7	2	0	-4	-6	14	-8	-3	-14
COc1ccc2[nH]c(=O)c(CN(C(=O)c3cccnc3)c3ccccc3OC)cc2c1	-2	-2	0	-8	0	-271	-2	-4	-12
CCOC(=O)C1CCN(C(=O)Cc2c(C(=O)O)n(CC)c3ccccc23)CC1	-4	-1	1	10	-20	-6	18	-8	-7
NS(=O)(=O)c1ccc(CCNC(=O)CN2CCN(c3cccc(Cl)c3)CC2)cc1	-3	2	0	-5	1	13	7	0	-2

Copied from the list.
CC12CCCC(CC(=O)O)(C1)NC(=O)C2 (stereo not given) in HKDC1 inhibitor = -5
COc1cc2ccccc2cc1C(=O)N/N=C/c1cccnc1 in beta cell repl = 0

Following part:
SMILES	SENP8 block-1	SENP1 FRET inh	beta cell repl	HKDC1 inhibitor	PfGluPho inh	SENP8 block-2	SENP7 inh	UBC13 polyUb	SENP6 inh
N#Cc1ccsc1NC(=O)CN1CCN(c2ccccn2)CC1	-1	-8	-3	-6	-14	10	-5	-1	15
O=C(NCC1COCCO1)c1ccc(OC2CCN(CCc3ccccc3)CC2)cc1 (stereo not given)	0	-5	-3	-7	2	3	1	-1	-8
CCOC(=O)C1=C(C)OC(N)=C(C#N)C1c1ccc(O)c(OC)c1 (stereo not given)	15	-93	-3	-3	-8	-2	8	-4	4
CCc1ccc(C(C(=O)NC2CCCC2)N(C(=O)/C=C/C(=O)Nc2cc(C)on2)c2ccccc2C)cc1 (stereo not given)	-9	1	-6	17	1	10	-1	-9	1
CCCNC(=O)C(CC)NC(=O)c1ccc(C#N)cc1 (stereo not given)	6	-1	2	-3	-14	18	4	7	-4
CCCn1nc(C(=O)OCC(=O)Nc2ncc(Cl)c(C)c2Cl)c2ccccc2c1=O	-1	0	-1	-8	4	-2	-2	-5	-5
CN(C)CCOC(=O)COc1ccc(Cl)cc1	1	2	8	-7	-5	11	5	13	-14
CCOc1ccc(NC(=S)N(CCCN2CCOCC2)Cc2cn(C)c3ccccc23)cc1	0	1	-4	-5	-1	-2	6	9	-2
Cc1ccc(-c2nc3ccccc3s2)cc1NC(=S)NC(=O)c1cccc2ccccc12	-1	-17	-7	-10	-2	-90	-4	-2	-3
O=C(Nc1ccccc1F)c1ccco1	-5	2	-2	4	0	12	2	1	-11
COc1cc(C(=O)NCc2ccc3c(c2)OCO3)c([N+](=O)[O-])cc1OC	-1	-1	4	-4	21	3	4	-2	-10
CC(C)Cc1nnc(NC(=O)c2cc(-c3ccccc3)nc3ccccc23)s1	-9	1	-5	-1	-23	-22	4	-2	-2
O=C(Cc1c(F)cccc1Cl)NC1CCN(Cc2ccccc2)CC1	0	1	-1	-8	12	-8	-9	5	-12
CCOC(=O)Cc1c(C)nc(Cc2ccc(OC(C)C)cc2)[nH]c1=O	9	2	0	-6	5	9	0	-10	-8
Cc1cccc(C)c1Nc1nnc(SCC(=O)NCc2cccs2)s1	0	-3	1	2	6	23	3	-2	-9

Some of these compounds in order of the SENP7 inh value, highest first.
canonical_smiles,SENP1 FRET inh,HKDC1 inhibitor,PfGluPho inh,SENP7 inh,UBC13 polyUb,SENP6 inh
COc1cc(C(=O)NCc2ccc3c(c2)OCO3)c([N+](=O)[O-])cc1OC,-1,-4,21,4,-2,-10
Cc1cccc(C)c1Nc1nnc(SCC(=O)NCc2cccs2)s1,-3,2,6,3,-2,-9
O=C(NCC1COCCO1)c1ccc(OC2CCN(CCc3ccccc3)CC2)cc1 (stereo not given),-5,-7,2,1,-1,-8
N#Cc1ccsc1NC(=O)CN1CCN(c2ccccn2)CC1,-8,-6,-14,-5,-1,15

The main list resumes, starting 2 compounds before the break.
SMILES	SENP8 block-1	SENP1 FRET inh	beta cell repl	HKDC1 inhibitor	PfGluPho inh	SENP8 block-2	SENP7 inh	UBC13 polyUb	SENP6 inh
CCOC(=O)Cc1c(C)nc(Cc2ccc(OC(C)C)cc2)[nH]c1=O	9	2	0	-6	5	9	0	-10	-8
Cc1cccc(C)c1Nc1nnc(SCC(=O)NCc2cccs2)s1	0	-3	1	2	6	23	3	-2	-9
CCc1cc(=O)oc2cc(C)cc(OC(C)C(=O)O)c12 (stereo not given)	9	0	-1	7	-22	-306	6	-12	2
COC(=O)Cn1c(CN2CCOCC2)nc2c1c(=O)n(C)c(=O)n2C	2	1	1	-5	4	11	-5	4	0
C/C(=N\NC(N)=O)C1(C)CCCCC1	-2	-1	-5	2	-4	13	-5	-8	-22
COc1ccccc1NS(=O)(=O)c1ccc(C(=O)NCC(c2ccco2)N2CCCCC2)cc1 (stereo not given)	x	1	x	0	-12	15	x	x	x
O=C(NC(=S)Nc1ccccc1Cl)c1cncc(Br)c1	-23	2	-3	-2	-9	10	16	0	-29
O=C(COC(=O)COc1ccc2ccccc2c1)NCC(F)(F)F	-3	1	1	2	-4	-1	4	-9	-10
O=C(NCC12CC3CC(C1)CC(CNC(=O)N1CCCC1)(C3)C2)N1CCCC1	8	0	-1	-8	-6	19	3	16	4
CC(=O)NCCc1ccc(S(=O)(=O)NC2OC(=O)c3ccccc32)cc1 (stereo not given)	3	2	-1	-8	-13	5	1	0	12
Cn1c(CNC(=O)c2ccco2)nnc1SCC(=O)c1ccc(F)cc1	11	2	0	-3	3	11	6	-8	3
CC(=O)Nc1ccc2c(COC(=O)[C@@H](NS(=O)(=O)c3ccc(C)cc3)C(C)C)cc(=O)oc2c1	3	-7	-1	1	-18	-490	-1	17	-6
Cc1c(C#N)c2ccccc2n1CC(=O)NCC1CCCO1 (stereo not given)	-2	-55	0	-6	8	-23	3	8	5
Cc1ccc2c(c1)N(C(=O)CSc1nncn1C)C(C)(C)c1ssc(=S)c1-2	4	6	3	1	11	21	0	-21	-15
COc1cnc(N(C)C)nc1Sc1ccc(Cl)cc1	-3	1	0	-1	17	i	0	22	-8
COc1ccc(NC(NC(=O)c2cccnc2)C(Cl)(Cl)Cl)cc1 (stereo not given)	0	-1	0	4	19	14	2	5	2
Cc1nn(CCCC(=O)NCc2ccco2)c(=O)c2nn(-c3ccccc3)c(C)c12	-1	4	3	-3	-6	18	5	6	-9
CCOc1ccc(-c2nc(C#N)c(NCC3CCCO3)o2)cc1 (stereo not given)	6	3	-3	1	-3	-350	4	-6	-7
Cc1cccc(C)c1NC(=O)C(C)Sc1nnc(C)n1CC1CCCO1 (stereo not given)	6	2	0	-6	-3	13	0	2	-4
COc1ccccc1-c1nc(C#N)c(N2CCC(C(N)=O)CC2)o1	0	1	-2	-8	13	-292	-7	-3	-6
Cc1nn(C)cc1C(C)NCc1c(C(=O)N2CCCCCCC2)nc2ccc(Cl)cn12 (stereo not given)	0	1	2	9	-5	-12	-4	-2	-14
O=C1C(=O)N(CCCN2CCOCC2)C(c2cccs2)/C1=C(/O)c1ccc2c(c1)OCO2 (stereo not given)	4	x	-1	x	x	x	4	-11	-5
O=S(=O)(CCSc1nc2ccccc2o1)c1nc2ccccc2s1	-3	-2	-4	12	49	8	1	-6	-1
Cc1c(NCc2cc(Cl)ccc2O)c(=O)n(-c2ccccc2)n1C	-15	5	-2	-2	-8	22	-2	3	-10
COC(=O)c1ccccc1NC(=O)C1CC(=O)N(c2ccc(F)cc2)C1 (stereo not given)	-1	2	-3	-1	-3	-2	-5	-4	-12
COCCN(C(=O)CSCC(=O)Nc1ccc(C)cc1)c1c(N)n(CC(C)C)c(=O)[nH]c1=O	-6	-3	0	-7	1	-11	-1	-1	-12
O=C(NNC(=O)C(O)(c1ccccc1)c1ccccc1)C1CC1	1	0	-4	-10	-6	13	10	-10	-3
CCN1CCN(C(=O)CCN2C(=O)c3ccccc3C2=O)CC1	3	-2	-3	-8	-1	15	-2	-7	-3
Cc1ccc(C(=O)O)cc1S(=O)(=O)N1CCC(C(=O)O)CC1	0	3	-3	9	-10	8	0	-13	16

Compound activity deposited in PubChem BioAssay by Sanford-Burnham Center for Chemical Genomics.
